# UTI89 phage lysis = inhibition of K1F phage lysis, E. coli UTI89, bacterial capsule biogenesis inhibitors, alamar blue (AID 488966); one-dose inhibition, % at 100 µM; IC50 in µM for titrated hits; E. coli UTI89 K1F phage lysis, alamar blue, 2 h; higher % means a stronger effect; actives 0.02% (n = 340,000);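 active means phage lysis inhibition, versus mean bacterial control, above a set limit; inconclusive means no clear call, values can overlap the other calls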;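 further: capsule biogenesis inhibitors block K1F phage lysis so surviving cells raise fluorescence; higher fluorescence means more inhibition of phage lysis; actives were called in the ten point dose series up to 300 µM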
# NTR1 agonist = NTR1-driven beta-arrestin-GFP spot formation – imaging, U2OS cells, high content, primary screen (AID 493036); P30989; agonist mode; activation, % at 20 µM; actives 0.17% (n = 330,000);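 active means activation at or above 40% of the spot to cytoplasm intensity ratio, with at least 20 cells analyzed; inconclusive means wells under 20 cells, flagged as cytotoxic or low count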;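 further: 0% = DMSO without peptide and 100% = 100 nM NTR1 peptide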
# Target sequence (P30989 whole entry, looked up): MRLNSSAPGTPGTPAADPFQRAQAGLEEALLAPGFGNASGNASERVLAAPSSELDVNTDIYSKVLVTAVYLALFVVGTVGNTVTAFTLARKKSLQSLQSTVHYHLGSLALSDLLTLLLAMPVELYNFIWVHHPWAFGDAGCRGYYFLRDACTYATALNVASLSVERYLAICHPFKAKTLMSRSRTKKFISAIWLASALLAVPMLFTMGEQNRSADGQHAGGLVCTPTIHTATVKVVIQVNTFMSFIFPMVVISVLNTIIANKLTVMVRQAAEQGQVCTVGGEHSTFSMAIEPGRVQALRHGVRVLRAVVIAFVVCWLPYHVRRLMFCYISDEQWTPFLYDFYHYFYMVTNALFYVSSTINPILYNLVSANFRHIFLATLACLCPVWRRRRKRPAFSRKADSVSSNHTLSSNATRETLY
# T cell modulator = T cell immune modulators affecting CD8 T cell-vesicle binding. 2C CD8+ T cell-vesicle binding, flow cytometry; stronger effect = lower value. calls only at 7 µM. actives 0.068% (n = 330,000). AID 2052;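 active means response, share of CD8 T cells binding vesicles, and their 90th percentile fluorescence all below set limits, cut at about 80% in these data, passing the limit was not always enough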
#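 Material: 2C TCR transgenic mouse naive CD8+ T cells, MACS-purified. Also added: QL9-charged Drosophila Ld/ICAM-1/B7-1 vesicles. Timing: binding 1.5 h at 37 °C. Measured by: high-throughput flow cytometry with anti-B7-1 and anti-CD8 staining. Read-out: percent CD8+ FL2 mean versus row control. Controls: Unloaded micro-vesicles (low), QL9 vesicles with 0.7% DMSO (high).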
# PhoP inhibition = inhibitors of PhoP regulon expression, primary screen, Salmonella Typhimurium, GFP reporter (AID 1863); S. Typhimurium PhoP-regulated promoter GFP reporter, 4 h; higher % means a stronger effect; inhibition, % at 50 µM; hits with a dose series show IC50 in µM; actives 0.16% (n = 300,000);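 active means inhibition over 29.93%, a cutoff 3 SD above the screen mean, later confirmed by dose response; inconclusive means inhibition over 29.93% but no dose response follow-up; inactive means inhibition at most 29.93% or unconfirmed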;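 further: 0% = low Mg2+ inducing control and 100% = high Mg2+ repressing control; strong numbers were not always called active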
# Large T inhibition = TAg ATPase/helicase activity blockers – biochemical (AID 1903); SV40 large T antigen ATPase/helicase inhibition assay; higher % means a stronger effect; inhibition, % at 20 µM; hits with a dose series show IC50 in µM; actives 0.39% (n = 310,000); in the data active means a potency from the dose series; inconclusive means inhibition mostly from about 32% at the one dose, without a potency; inactive means the rest, 99 in 100 with inhibition below about 32%; further: strong numbers were not always called active
# Dengue-2 NS5 capping = flavivirus cap methylation enzyme inhibition – biochemical, confirmation dose response, primary screen (AID 588689); Dengue-2 NS5 methyltransferase capping enzyme assay, biochemical; higher % means a stronger effect; inhibition, % at 25 µM; hits with a dose series show IC50 in µM; actives 0.3% (n = 340,000); in the data active means a potency from the dose series; inconclusive means inhibition above about 29% without an active follow-up result
# RSV CPE inhibition = RSV antiviral activity via CPE protection, HEp-2 cells, primary 10 µM value included (AID 2391); HEp-2 cells, RSV-induced CPE inhibition; higher % means a stronger effect; CPE inhibition, % at 10 µM, or IC50 in µM where a hit was titrated; actives 0.13% (n = 310,000); in the data active means a potency from the dose series; inconclusive means CPE inhibition mostly from about 23% at the one dose, without a potency; inactive means the rest, 99 in 100 with CPE inhibition below about 21%; further: strong numbers were not always called active
# West Nile virus CPE = West Nile virus antiviral activity, cell-based, CPE readout (AID 1621); West Nile virus-infected cells, CPE inhibition; higher % means a stronger effect; CPE inhibition, % at 10 µM, or IC50 in µM where a hit was titrated; actives 0.02% (n = 290,000); in the data active means a potency from the dose series; inconclusive means CPE inhibition mostly from about 3.7% at the one dose, without a potency; inactive means the rest, 99 in 100 with CPE inhibition below about 2.2%; further: strong numbers were not always called active
# Rac1 GTP hydrolysis = MgcRacGAP GTPase-activating activity inhibitors, confirmation, biochemical, ADP Hunter fluorescence | MgcRacGAP-stimulated Rac1 GTP hydrolysis, ADP Hunter fluorescence; higher % means a stronger effect; GST-tagged Rac1 F28L mutant substrate | actives 0.6% (n = 340,000) | AID 624330 | one-dose inhibition, % at 30 µM; IC50 in µM for titrated hits;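 active means first-screen hits whose inhibition reached a set limit at any dose in the follow-up dose series; inconclusive means inhibition above the set first-screen limit but never retested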;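 further: fluorescence reports GDP produced by GAP-driven GTP hydrolysis; strong numbers were not always called active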
# T cell modulator vesicle-bound % = further read-out of T cell modulator, marked with its call; double positive events, %; measured here: CD8+ vesicle-bound cell fraction;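 binding gate set so that unloaded-vesicle control wells show 10% double positive cells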
# NTR1 agonist cell count 20 µM = also measured in NTR1 agonist; calls as there; cell count; measured here: cell count, cytotoxicity flag
# Dengue-2 NS5 capping pilot replicate = second read-out of Dengue-2 NS5 capping, no call of its own (marks repeat the call); inhibition, %; measured here: pilot screen replicate inhibition
# * = called active by the depositor; i = inactive; ? = inconclusive; · = no result given; [ ] = remark or other dose. Random draw from the library (roughly 1.5% active in at least one column).
SMILES,UTI89 phage lysis,NTR1 agonist,NTR1 agonist cell count 20 µM,T cell modulator,T cell modulator vesicle-bound %,PhoP inhibition,Large T inhibition,Dengue-2 NS5 capping,RSV CPE inhibition,West Nile virus CPE,Rac1 GTP hydrolysis,others
Cc1ccc(-c2cc(C(=O)OCC(=O)Nc3cc(C)on3)c3ccccc3n2)c(C)c1,3.3%,9.1,76,i,31,-3%,2%,-6%,3.2%,1.5%,2%,
Cc1cc(/C=C2\SC(=S)NC2=O)c(C)n1-c1cccc(O)c1,-0.2%,1.5,58,i,45,-18%,31%,-30%,?,0.1%,13%,
O=C(CCl)Nc1cccc(CP(=O)(c2ccccc2)c2ccccc2)c1,-0.7%,0.3,70,i,36,-6%,15%,-3%,·,2.8%,2%,
O=C(Nc1cccc(-c2ccc(N3CCCCC3)nn2)c1)c1ccc(Br)o1,0.5%[50 µM],4.6,80,i,46,3%,11%,-4%,?,·,5%,
CCCCN(C)C(=O)C1CCN(Cc2ccc(OCc3ccccc3)cc2)CC1,-0.3%,1.1,40,i,26,-5%,2%,5%,-2.7%,-0.7%,204µM*,
CC1CCN(c2ccc(C(=O)Nc3ccc4c(c3)OCO4)cc2[N+](=O)[O-])CC1,0.1%,0.0,69,i,50,-5%,13%,-10%,22%,-1.3%,6%,
Cc1ccc(NC(=O)c2ccc(=O)[nH]n2)cc1S(=O)(=O)Nc1ccccc1Cl,0.7%[50 µM],-0.7,47,i,27,·,·,-4%,0.4%,·,4%,
COc1ccc(N(C)S(=O)(=O)c2cccc(C(=O)NCc3ccc(C)cc3)c2)cc1,0.5%[50 µM],-1.7,45,i,67,·,·,-2%,-0.3%,·,5%,
O=C(O)C1Cc2[nH]cnc2C(c2cccc([N+](=O)[O-])c2)N1 (stereo not given),-0.3%,0.3,55,i,54,8%,1%,27%,0.7%,-0.3%,-21%,
COc1ccc(Nc2nc(-c3cccs3)nc3ccccc23)c(OC)c1,5.3%,7.9,82,i,28,6%,2%,4%,47%,-0.6%,8%,
COc1ccc(Nc2cc(C)nc3nc(C)nn23)cc1Cl,0.7%,6.2,47,i,55,11%,5%,-6%,2.2%,-0.2%,6%,
Cn1c(CC(=O)Nc2ccccc2F)nnc1SCC(=O)NC1CCCCC1,-0.1%,-1.6,41,i,17,0%,-2%,-7%,-0.1%,0.2%,5%,
CCc1cccc(CC)c1NC(=O)COC(=O)Cc1ccsc1,-5.9%,0.3,66,i,35,-11%,24%,-1%,0.8%,-0.1%,1%,
Cc1ccc2cc(N)ccc2n1,0.4%,·,·,·,·,11%,9%,8%,·,-0.1%,11%,
COc1ccc(-c2sc3cc(OC)c(OC)cc3c2C#CC2(O)CCCCC2)cc1,-0.3%,16,47,i,30,·,·,-6%,-2.0%,·,1%,
O=C(COc1ccc2c3c(c(=O)oc2c1)CCC3)NCCN1CCOCC1,0.0%,0.2,53,i,54,4%,6%,-3%,-2.2%,-0.8%,17%,
CCOc1ccc(NC(=O)C2CCCN(C(=O)NCc3ccccc3)C2)cc1 (stereo not given),0.1%,-3.1,39,i,40,-1%,10%,1%,1.3%,-0.6%,1%,
O=C(CN1CCCCC1)N1c2ccccc2Sc2ccc(C(F)(F)F)cc21,7.0%,0.6,56,i,49,0%,0%,4%,-1.0%,-0.1%,10%,
Cc1cc(C(=O)NCc2ccc(F)cc2)c2ccccc2n1,0.0%,-0.7,66,i,23,6%,3%,-4%,1.7%,-0.6%,5%,
COc1cccc(C(=O)CN(C(=O)c2ccc(Cl)c(Cl)c2)N2C(=O)c3ccccc3C2=O)c1,-1.6%,3.7,68,i,22,-2%,-3%,2%,1.7%,0.1%,-5%,
CC(C)C(c1nnnn1Cc1ccccc1)N1CCc2ccccc2C1 (stereo not given),0.6%,0.0,63,i,6,-3%,7%,-4%,-0.2%,-0.3%,-6%,
C(=N\Nc1nc(Nc2ccccc2)nc(Nc2ccccc2)n1)/c1ccncc1,1.5%,0.8,20,i,39,-1%,2%,3%,0.0%,1.3%,5%,
COCCCNC(=S)N1CCC(NC(=O)Nc2ccc(C)cc2)CC1,0.4%,3.8,52,i,48,2%,6%,0%,-0.3%,0.5%,1%,
CC1CCC2C(=O)N(c3ccc(Cc4ccncc4)cc3)C(=O)C2C1 (stereo not given),2.4%,4.3,39,i,40,-3%,11%,3%,2.2%,-1.1%,-2%,
COc1ccccc1CNC(=O)C(NC(=O)c1ccccc1)C(C)C (stereo not given),0.3%,1.6,43,i,45,2%,24%,-4%,1.1%,-0.3%,1%,

# New compounds follow.
SMILES,UTI89 phage lysis,NTR1 agonist,NTR1 agonist cell count 20 µM,T cell modulator,T cell modulator vesicle-bound %,PhoP inhibition,Large T inhibition,Dengue-2 NS5 capping,RSV CPE inhibition,West Nile virus CPE,Rac1 GTP hydrolysis,others
C=CCNC(=O)c1ccccc1NC(=O)c1ccc(Cl)c(S(=O)(=O)Nc2ccccc2)c1,3.3%,13,36,i,16,-1%,1%,-1%,1.6%,-0.6%,-3%,
Cc1ccnc2nc(C(=O)N3CCN(S(=O)(=O)c4ccccc4)CC3)nn12,-0.2%,1.9,89,i,17,1%,8%,-1%,0.5%,1.4%,-3%,
COc1ccc(N2CCN(C(=O)CN3C(=O)NC4(CCCCCC4)C3=O)CC2)cc1,1.2%[50 µM],5.9,51,i,32,·,·,-8%,-0.5%,·,19%,
Cc1cccc(CSc2cn(CC(=O)N3CCOCC3)c3ccccc23)c1,0.0%,1.9,61,i,12,-5%,13%,-4%,5.1%,-0.8%,8%,
O=C(C1CCC1)N1CCc2cc(S(=O)(=O)Nc3ccc4c(c3)OCO4)ccc21,0.8%,1.7,53,i,59,-2%,10%,-4%,1.1%,-0.5%,12%,
Cc1ccc(S(=O)(=O)N2CCOCC2)cc1C(=O)Nc1ccc2c(c1)CCC2,6.9%,-1.1,42,i,16,17%,4%,2%,9.9%,-0.8%,7%,
COc1ccc(CNC(=O)c2cc(-c3ccco3)on2)cc1,5.7%,-0.3,57,i,23,1%,10%,1%,-1.2%,0.1%,7%,
COc1ccc(CCNC(=O)COC(=O)C2CC2C)cc1 (stereo not given),0.8%[50 µM],1.1,64,i,42,·,·,-6%,-0.3%,·,3%,
C/C(CC(=O)Nc1cccc(C(F)(F)F)c1)=N\NC(=O)C(=O)NCC(C)C,-0.1%,-0.4,37,i,48,1%,27%,2%,0.8%,-1.3%,3%,
COc1ccc(OCC(=O)OCC(=O)NCc2ccco2)cc1,0.3%,2.7,45,i,16,-2%,7%,0%,0.7%,0.0%,5%,
CC(C)c1ccccc1N1CC(C(=O)O)CC1=O (stereo not given),0.7%,3.8,54,i,19,-7%,15%,-5%,3.4%,0.7%,9%,
O=C(NCCN1CCN(c2ccccc2F)CC1)c1cccn2c(=O)c3ccccc3nc12,0.0%,30,62,i,39,-8%,6%,-2%,-0.4%,0.8%,10%,
Cc1cc(C)c(S(=O)(=O)N2CCOC2CNC(=O)C(=O)NCCN2CCOCC2)c(C)c1 (stereo not given),0.0%,1.0,62,i,7,-7%,-2%,-7%,0.1%,-0.5%,1%,
O=C(NC(=S)NCC1CCCO1)c1ccc(Br)o1 (stereo not given),0.2%,1.6,92,i,48,-9%,0%,-3%,0.2%,0.6%,5%,
Fc1ccc(Cn2c(SCc3ccc(F)c(C(F)(F)F)c3)nnc2C(F)(F)F)cc1,0.0%,1.9,69,i,32,1%,0%,-15%,-0.2%,-0.4%,-7%,
COc1ccc(OC)c(S(=O)(=O)Nc2ccc(C(C)=O)cc2)c1,i,-0.3,72,i,45,-2%,21%,0%,1.1%,-0.5%,1%,
Cc1ccc(NC(=O)C(=O)NCCN2CCN(Cc3ccc([N+](=O)[O-])cc3)CC2)cc1,2.1%[50 µM],3.3,51,i,45,0%,-11%,-4%,1.9%,-0.5%,9%,
NC(=O)c1ccc(NC(=O)COC(=O)c2c3c(nc4ccccc24)/C(=C\c2ccc4c(c2)OCO4)CCC3)cc1,0.3%,·,·,·,·,2%,?,?,·,-0.1%,4%,
Cc1ccc(OCC(=O)NC(C)c2ccccc2)cc1 (stereo not given),0.3%,0.1,56,i,57,-6%,16%,-3%,2.6%,0.4%,6%,Dengue-2 NS5 capping pilot replicate=0.6
COC(=O)Cc1c(C)c2ccc(OCC(=O)N3CCOCC3)cc2oc1=O,0.8%,-0.1,66,i,16,-7%,2%,-11%,1.7%,-0.1%,5%,
Cc1cc(C)c2c(c1)-c1c(ssc1=S)C(C)(C)N2C(=O)CSc1nncn1C,-0.1%,0.7,57,i,30,11%,2%,2%,9.4%,0.3%,9%,
O=C(CSc1ccc(Cl)cc1)Nc1ccc(NC(=O)c2ccco2)cc1,-0.2%,-1.4,46,i,16,-11%,7%,-6%,0.8%,-0.4%,3%,
O=C(NC(=S)Nc1ccccc1Br)C1CCCC1,-1.2%[50 µM],0.9,62,i,9,-4%,3%,-4%,2.8%,-0.3%,8%,
CSCCC(NS(=O)(=O)c1ccc(C)cc1C)C(=O)Nc1cccnc1 (stereo not given),4.6%,2.1,62,i,28,·,·,-4%,·,·,-2%,
C=CCNC(=O)C1CCN(S(=O)(=O)c2ccc3ccccc3c2)CC1,1.2%[50 µM],0.9,56,i,19,2%,12%,-5%,0.9%,-0.3%,8%,
CCC(CC)c1nnc(NC(=O)COc2ccc3c(C)cc(=O)oc3c2)s1,2.5%,1.1,53,i,33,4%,-1%,2%,0.5%,0.4%,0%,
C=COCCNC(=O)C1CC(=O)N(c2ccc(C)cc2)C1 (stereo not given),0.4%,4.9,68,i,36,4%,17%,5%,1.2%,-0.3%,5%,Dengue-2 NS5 capping pilot replicate=-1.2

# Structures from the list above containing a COOH group (two):
SMILES,UTI89 phage lysis,NTR1 agonist,NTR1 agonist cell count 20 µM,T cell modulator,T cell modulator vesicle-bound %,PhoP inhibition,Large T inhibition,Dengue-2 NS5 capping,RSV CPE inhibition,West Nile virus CPE,Rac1 GTP hydrolysis,others
O=C(O)C1Cc2[nH]cnc2C(c2cccc([N+](=O)[O-])c2)N1 (stereo not given),-0.3%,0.3,55,i,54,8%,1%,27%,0.7%,-0.3%,-21%,
CC(C)c1ccccc1N1CC(C(=O)O)CC1=O (stereo not given),0.7%,3.8,54,i,19,-7%,15%,-5%,3.4%,0.7%,9%,

# Screening results from PubChem.
